From PubChem
AT treatment: potential ataxia-telangiectasia treatment; Potency, µM (highest dose often 57.5 µM), for inactives: top-dose activation, hits mostly activators; actives 0.19% (n = 320,000); […] A-T fibroblasts, KAP-1 phosphorylation AlphaLISA; neocarzinostatin DNA damage 30 min before lysis; further: potency means the concentration at half of the fitted maximal effect; % of control where 0% means no effect; nearly all actives have a fitted effect of over 45% in size
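ATM-like activity read as KAP-1 phosphorylation via AlphaLISA donor/acceptor antibody pairs after lysis and 6 hr at 25C. Cells were ATM-null patient fibroblasts ([…], hTERT), dosed 60 min, then exposed to the DSB inducer NCS for 30 min.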
MLL CXXC-DNA inh: inhibitors of human MLL CXXC domain-DNA interaction. MLL-CXXC / FITC-HOXA9 DNA fluorescence polarization. Potency, µM (highest dose often 115 µM), inactives show at the highest dose activity change, negative = inhibition, usual class: inhibitors. actives 0.037% (n = 290,000); active means well fitted inhibition curve with a large enough effect in the polarisation, with a control signal flat, not every such curve was filed as active; inconclusive means small, poorly fitted or top-dose-only effect, or effect the other way, or a change in a side signal; inactive means no such curve, though single readings can be large or run the other way; the % refers to the polarisation; further: potency means the concentration at half of the fitted maximal effect
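Purified MLL-CXXC (added from a 7 uM solution) was preincubated 5 min at ambient with pinned compounds in 50 mM Tris-HCl pH 7.5, 50 mM NaCl, 1 mM DTT, 0.05% BSA. Fluorescein-labeled HOX-A9 DNA (50 nM solution) followed, 30 min, then polarization read.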
Chronic BCR inh: inhibitors of chronic active B-cell receptor signaling. ABC-DLBCL IkBa-CBG/CBR reporter, luminescence ratio, 4 h. Potency, µM (highest dose often 46.1 µM), without a hit: at the top dose ratio change, negative = lower green/red ratio, actives largely listed as inhibitors. actives 0.05% (n = 340,000); active means well fitted inhibition curve with a large enough effect in the signal ratio, with a control signal flat, not every such curve was filed as active; inconclusive means small, poorly fitted or top-dose-only effect, or effect the other way, or a change in a side signal; the % refers to the signal ratio;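 further: potency means the concentration at half of the fitted maximal effect; plate controls were basal doxycycline-induced cells for no effect and cells given 10 µM MG132 for full effect; MG132 reads +100%, hits lower the ratio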
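Doxycycline induced both beetle luciferases in TMD8 lymphoma cells; IKK-driven degradation limits the IkappaBalpha-fused green signal, while red luminescence normalises for cell number and nonspecific effects. Compounds tested up to 46 uM, 4 hrs.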
TCR act: activators of T cell receptors | 330,000 tested, under 10 active | Potency, µM (doses to about 9.22 µM), for inactives: top-dose activation of IL-2 secretion, hits mostly activators | primary human leukocytes, anti-CD3, IL-2 HTRF, 48 h; further: % of control where 0% means no effect
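Readout: HTRF IL-2, Eu-cryptate/d2 antibody pair, 320nm excitation, 665nm emission. Stimulus: a-CD3 beads, no co-stimulation. Cells: primary human leukocytes. Exposure: 48 hr with compound.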
Tb PFK inh: T. brucei PFK enzyme inhibition. O15648. T. brucei PFK, ADP-Glo luminescence. Potency, µM (highest dose often 57.5 µM), for inactives: at the top dose activity, negative = inhibition, usual class: inhibitors. actives 0.17% (n = 330,000);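 further: potency means the concentration at half of the fitted maximal effect; 0% = uninhibited 1x PFK enzyme wells and -100% = no-enzyme wells; nearly all actives have a fitted effect of over 60% in size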
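Activity is normalized to no-enzyme wells (full inhibition) and 1.25 nM enzyme wells (no inhibition). Reaction: 0.5 mM F6P, 0.1 mM ATP, 45 min RT, ADP-Glo luminescence; concentration-response curves fitted and classed by quality.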
TSHR antag: antagonists of human thyroid stimulating hormone receptor; TSHR-expressing cells, TSH-stimulated cAMP HTRF, 2 h; hits give low values; P16473; activity change, negative = inhibition, % at 11.5 µM; actives 0.2% (n = 330,000); AID 504810;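 active means activity change below a set negative limit, meaning inhibition stronger than a set level, cut at about -70% in these data; inconclusive means activity change between two set negative limits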; further: on the % scale 0 is the no-effect control and ±100 the full control effect
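TSHR-expressing cells were treated with compounds, then stimulated with TSH at EC80 (4nM final) for 2 hours at 37 deg C. Cellular cAMP was measured by HTRF competition between lysate cAMP and cAMP-d2 for a cryptate-labelled anti-cAMP antibody.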
hERG WT inh: inhibitors of human wildtype KCNH2 potassium channel; Q12809; actives 0.37% (n = 340,000); activity change, % at 1.84 µM; AID 720551; U2OS, BacMam KCNH2, thallium flux FluxOr; hits give low values;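 active means maximum activity change below -70%; inconclusive means maximum activity change between -70% and -50%; inactive means maximum activity change above -50%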; further: on the % scale 0 is the no-effect control and ±100 the full control effect
Target sequence (Q12809 whole entry, looked up): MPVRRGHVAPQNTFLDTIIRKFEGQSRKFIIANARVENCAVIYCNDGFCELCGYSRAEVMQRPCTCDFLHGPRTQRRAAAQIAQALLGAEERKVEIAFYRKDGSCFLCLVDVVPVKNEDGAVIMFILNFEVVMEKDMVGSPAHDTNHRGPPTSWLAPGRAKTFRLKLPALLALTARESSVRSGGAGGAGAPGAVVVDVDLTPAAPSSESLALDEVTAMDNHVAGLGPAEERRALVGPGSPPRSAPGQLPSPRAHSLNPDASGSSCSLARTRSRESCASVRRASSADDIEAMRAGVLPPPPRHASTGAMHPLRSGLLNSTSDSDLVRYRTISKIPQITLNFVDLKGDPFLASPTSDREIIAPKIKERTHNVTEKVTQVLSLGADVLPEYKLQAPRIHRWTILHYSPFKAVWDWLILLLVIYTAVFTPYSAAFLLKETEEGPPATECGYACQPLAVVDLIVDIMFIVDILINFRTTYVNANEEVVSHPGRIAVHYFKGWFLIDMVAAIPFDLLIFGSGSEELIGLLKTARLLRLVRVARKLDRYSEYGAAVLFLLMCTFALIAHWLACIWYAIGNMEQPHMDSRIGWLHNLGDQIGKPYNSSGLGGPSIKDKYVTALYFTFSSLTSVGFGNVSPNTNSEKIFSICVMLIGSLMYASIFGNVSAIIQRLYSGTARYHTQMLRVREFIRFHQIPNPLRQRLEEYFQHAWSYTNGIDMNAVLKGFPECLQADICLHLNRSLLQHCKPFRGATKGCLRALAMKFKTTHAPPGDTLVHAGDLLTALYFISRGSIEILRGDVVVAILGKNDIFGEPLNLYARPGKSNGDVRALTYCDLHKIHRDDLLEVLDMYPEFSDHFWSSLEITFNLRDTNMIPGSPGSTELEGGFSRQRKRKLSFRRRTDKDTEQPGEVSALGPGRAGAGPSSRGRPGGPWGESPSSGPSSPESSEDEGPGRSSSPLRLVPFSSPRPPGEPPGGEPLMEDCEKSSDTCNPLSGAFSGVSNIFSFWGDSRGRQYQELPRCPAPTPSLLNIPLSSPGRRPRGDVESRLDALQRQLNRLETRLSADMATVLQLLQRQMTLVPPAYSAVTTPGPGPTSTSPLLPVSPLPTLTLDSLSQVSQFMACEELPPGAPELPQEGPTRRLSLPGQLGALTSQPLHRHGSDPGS
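U2OS cells were transduced with wild-type KCNH2 virus (2.03 x 10^8 / mL) for 4 h at room temperature, then cultured overnight at 37 C. Thallium flux was read with FluxOr dye. Rate constants were normalized to DMSO controls.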
GALK inhibitor: inhibitors of human galactokinase. actives 0.007% (n = 270,000). Purified GALK, Kinase-Glo residual ATP luminescence. Potency, µM (titrated, usually from 57.5 µM), inactives show at the highest dose activity change, negative = inhibition, usual class: inhibitors. P51570; further: potency means the concentration at half of the fitted maximal effect; on the % scale 0 is the no-effect control and ±100 the full control effect
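The enzyme phosphorylates galactose (100 uM) using ATP (35 uM); inhibition is detected as higher residual ATP, quantified by bioluminescence after 1 h reaction at room temperature, pH 8.0.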
Coupling enz: counter-screen for Giardia aldolase inhibitors: coupling enzyme system; AID 2472; actives 0.67% (n = 290,000); activity change, negative = inhibition, % at 58.2 µM, hits read low; coupling enzyme system counterscreen, AmpLite Red fluorescence; in the data active means activity change below about -30%; further: on the % scale 0 is the no-effect control and ±100 the full control effect
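First, compound is pin-transferred into glyceraldehyde-3-phosphate coupling-enzyme reagent at 57.5 uM final and held 10 min at RT. Next, substrate, coupling system and AmpLite Red are added. After 20 min RT, fluorescence (525/598 nm) is read.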
Giardia killer: kills Giardia lamblia; Giardia lamblia trophozoite viability; activity change, % at 7.66 µM, hits read low; actives 0.15% (n = 340,000); in the data active means activity change below about -80%; inconclusive means between about -30% and that limit;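 further: parasites exposed to compound for two days anaerobically before the ATP read; on the % scale 0 is the no-effect control and ±100 the full control effect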
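Trophozoites 100 cells/well + cpd; 48 hrs, 37 deg C, anaerobic. ATPLite 1-Step added, 15-30 min RT, luminescence read (ATP-based viability).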
Starred values were filed as active, the others as inactive; & = joins results of further samples; [ ] = remark or other dose. Unless noted, the call rests on the fitted dose curve; in most records, active means well fitted curve in the direction sought with a large enough effect; inconclusive means small, poorly fitted or top-dose-only effect, or another doubt; inactive means no such curve, though single readings can be large; an effect the other way counts as inactive or inconclusive. Hits appear at their usual frequency; 1.6% or so of the library scored in one or more.

CC(C)(C)n1nnnc1C(c1cccs1)N(Cc1ccc(Cl)cc1)CC1CCCO1 (stereo not given) was read as MLL CXXC-DNA inh -5.0%, TCR act -0.4%, hERG WT inh -6.2, GALK inhibitor 0.4%, Coupling enz 0.4 and Giardia killer -11.9.
`Cc1ccc(OC(C)C(=O)N/N=C/c2ccccn2)cc1` (stereo not given) gave AT treatment 3.6%, MLL CXXC-DNA inh 7.5%, Chronic BCR inh -0.5%, TCR act -0.9%, Tb PFK inh -4.4%, TSHR antag 5.0, hERG WT inh 0.5, GALK inhibitor 16.3%, Coupling enz -0.6 and Giardia killer inconclusive.
CCCSc1nc2cc(S(=O)(=O)N3CCOCC3)ccc2n1CC was read as AT treatment -9.3%, MLL CXXC-DNA inh 1.3%, Chronic BCR inh 2.4%, TCR act -0.1%, Tb PFK inh -8.5%, TSHR antag -11.2, hERG WT inh -17.9, GALK inhibitor 2.1% and Giardia killer -16.0.
For CSc1cccc(NC(=O)COC(=O)C2(c3ccccc3)CC2)c1 the results were AT treatment 2.7%, Chronic BCR inh 0.7%, TCR act 4.1%, Tb PFK inh 0.0%, TSHR antag -9.9, hERG WT inh -0.9 and Giardia killer -10.0.
For COCCC1CCCCN1C(=O)c1cc(COc2ccc(C)nc2)on1 (stereo not given) the results were AT treatment 1.4%, MLL CXXC-DNA inh -0.1%, Chronic BCR inh 1.6%, TCR act 5.7%, Tb PFK inh 2.9%, TSHR antag inconclusive, hERG WT inh 2.2, GALK inhibitor -8.9%, Coupling enz -2.1 and Giardia killer 3.7.
Screening Cc1cc(C(=O)N2CCN(c3ccc([N+](=O)[O-])cc3)CC2)no1 returned AT treatment -3.1%, MLL CXXC-DNA inh 6.6%, Chronic BCR inh 0.2%, TCR act -1.3%[46.1 µM], Tb PFK inh -0.1%, TSHR antag 5.9, hERG WT inh 3.5, GALK inhibitor -0.3%, Coupling enz -0.2 and Giardia killer -1.8.
Screening O=C(CNC(=O)c1ccc(Br)o1)Nc1ncccc1O returned AT treatment -3.9%, Chronic BCR inh inconclusive, TCR act 1.1%, Tb PFK inh -11.0%, TSHR antag 9.2, hERG WT inh 3.6 and Giardia killer 4.8.
For COc1nc(N2CCCCCC2)nc(N2CCCCCC2)n1 the results were AT treatment inconclusive, MLL CXXC-DNA inh 0.0%, Chronic BCR inh inconclusive, TCR act -0.9%, Tb PFK inh 1.6%, TSHR antag 0.1, hERG WT inh -3.0, GALK inhibitor -0.3%, Coupling enz 7.0 and Giardia killer -7.5.
For CCOc1ccc(NC(=O)CN2CC(c3ccccc3)CC2=O)cc1 (stereo not given) the results were AT treatment -12.7%, MLL CXXC-DNA inh 9.9%, Chronic BCR inh 7.5%, TCR act 3.2%, Tb PFK inh -1.0%, TSHR antag 0.0, hERG WT inh 6.6, GALK inhibitor 0.3%, Coupling enz 2.5 and Giardia killer inconclusive.
`O=C(NC1CCCCC1)N(CCO)Cc1cc2cc3c(cc2[nH]c1=O)OCCO3` gave AT treatment -1.0%, MLL CXXC-DNA inh 6.5%, Chronic BCR inh inconclusive, TCR act 1.7%, Tb PFK inh 1.4%, TSHR antag -3.9, hERG WT inh -2.4, GALK inhibitor 0.3%, Coupling enz -0.3 and Giardia killer -12.7.
Screening COc1ccccc1NC(=O)c1sc(Cl)nc1C returned AT treatment 1.6%, MLL CXXC-DNA inh -0.1%, Chronic BCR inh 5.7%, TCR act -3.3%, Tb PFK inh 0.9%, TSHR antag -8.6, hERG WT inh -9.7, GALK inhibitor -0.2%, Coupling enz 1.4 and Giardia killer -11.0.
Screening Cc1ccccc1OCc1nc(-c2ccc(NC(=O)c3cccs3)cc2)no1 returned AT treatment 2.8%, MLL CXXC-DNA inh -5.4%, Chronic BCR inh -0.9%, TCR act 5.2%[46.1 µM], Tb PFK inh -14.3%, TSHR antag -21.7, hERG WT inh -17.4, GALK inhibitor -0.2%, Coupling enz -0.6 and Giardia killer -1.2.
CC1(c2ccccc2)NC(=O)N(CC(=O)N(c2ccccc2)C2CCS(=O)(=O)C2)C1=O (stereo not given) was read as AT treatment -15.1%, Chronic BCR inh -0.5%, TCR act 1.7%[46.1 µM], Tb PFK inh -0.3%, TSHR antag -5.5, hERG WT inh 2.5 and Giardia killer 13.5.
`CC(=O)Nc1ccc(/C(C)=N/NC(=O)C2CC2c2ccccc2)cc1` (stereo not given) gave AT treatment -7.9%, MLL CXXC-DNA inh 19.5%, Chronic BCR inh -3.5%, TCR act -0.4%[46.1 µM], Tb PFK inh 1.8%, TSHR antag -4.7, hERG WT inh 4.9, GALK inhibitor -0.2%, Coupling enz 0.7 and Giardia killer -1.3.
For CCOc1ccc(CC(=O)N/N=C(\C)c2cccnc2)cc1OCC the results were AT treatment 8.6%, MLL CXXC-DNA inh -0.7%, Chronic BCR inh -9.7%, TCR act 0.0%, Tb PFK inh -1.6%, TSHR antag -10.2, hERG WT inh 2.9, GALK inhibitor -1.4%, Coupling enz 0.5 and Giardia killer 7.6.
For COc1ccc(CNC2CCCC2)c(OC)c1OC the results were AT treatment 0.8%, MLL CXXC-DNA inh 6.0%, Chronic BCR inh 1.3%, TCR act -11.5%, Tb PFK inh -3.6%, TSHR antag 5.9, hERG WT inh -2.3, GALK inhibitor 0.1%, Coupling enz 2.7 and Giardia killer 12.5.
`CN(C)C(CNC(=O)c1ccc(NS(=O)(=O)c2ccc3[nH]c(=O)[nH]c3c2)cc1)c1ccccc1` (stereo not given) gave AT treatment -1.6%, Chronic BCR inh -0.4%, TCR act -0.7%, Tb PFK inh 0.0%, TSHR antag 4.4, hERG WT inh 3.6 and Giardia killer -13.4.
Screening CC(C)[C@H](NC(=O)Nc1ccccc1F)C(=O)O returned AT treatment 4.4%, MLL CXXC-DNA inh 2.3%, Chronic BCR inh 1.6%, TCR act 0.2%, Tb PFK inh -4.3%, TSHR antag 11.1, hERG WT inh -0.8, GALK inhibitor 0.6%, Coupling enz 1.9 and Giardia killer 6.1.
Screening CC1=CC(C)(C)N2C(=O)C3(C(C#N)=C(N)Oc4cc(O)ccc43)c3c(C)c(C)cc1c32 (stereo not given) returned MLL CXXC-DNA inh -4.4%, Chronic BCR inh inconclusive, TCR act -1.7%, Tb PFK inh -4.4%, TSHR antag 20.8, hERG WT inh 9.5, GALK inhibitor -1.9%, Coupling enz -2.7 and Giardia killer -1.5.
For CCCNCc1cc(OC)c(OCc2ccccc2)cc1Br the results were AT treatment -1.2%, MLL CXXC-DNA inh 13.2%, Chronic BCR inh -8.3%, TCR act -0.4%, Tb PFK inh -7.8%, TSHR antag 11.6, hERG WT inh 1.8, GALK inhibitor 2.5%, Coupling enz 3.0 and Giardia killer 18.0.
For COC(=O)Cc1ccc(OC(=O)CCS(=O)(=O)c2ccc(Cl)cc2)cc1 the results were AT treatment -7.1%, Chronic BCR inh inconclusive, TCR act 4.0%, Tb PFK inh -1.3%, TSHR antag -12.2, hERG WT inh 1.9 and Giardia killer 6.4.
For CCNC(=O)CC1C(=O)N(c2ccc(F)cc2)C(=O)N1Cc1cccs1 (stereo not given) the results were AT treatment 2.6%, MLL CXXC-DNA inh 37.9%[activator], Chronic BCR inh -0.3%, TCR act -4.6%, Tb PFK inh inconclusive, TSHR antag 0.1, hERG WT inh -6.3, GALK inhibitor 9.8%, Coupling enz -1.1 and Giardia killer -3.1.
For CCC(C)Sc1cccc(-c2nc3ccc(Cl)cn3c2NCc2ccccc2)c1 (stereo not given) the results were AT treatment 20µM*, Chronic BCR inh 19.1%, TCR act -1.2%, Tb PFK inh -11.2%, TSHR antag -21.5, hERG WT inh -3.1 and Giardia killer 41.1[activator].
Cc1ccc(NC(=O)CSCC(=O)N2CCCc3ccccc32)cc1 was read as AT treatment -3.2%, Chronic BCR inh 11.1%, TCR act 0.8%, Tb PFK inh 0.4%, TSHR antag -3.7, hERG WT inh -0.2 and Giardia killer 5.7.
CSc1nnc(-c2ccc(S(=O)(=O)N3CCCC3)cc2)n1C was read as AT treatment -4.1%, MLL CXXC-DNA inh 3.7%, Chronic BCR inh 1.8%, TCR act 15.9%, Tb PFK inh -4.8%, TSHR antag 4.2, hERG WT inh 9.6, GALK inhibitor 0.3%, Coupling enz 2.1 and Giardia killer 5.7.
For COc1ccccc1Nc1nc(N)nc(CN2CCCCC2)n1 the results were AT treatment 0.3%, MLL CXXC-DNA inh 5.2%, Chronic BCR inh 12.0%, TCR act -1.3%, Tb PFK inh -4.0%, TSHR antag 9.0, hERG WT inh 23.4, GALK inhibitor -0.7%, Coupling enz -0.3 and Giardia killer -25.9.
C[C@]12CC[C@@H]3c4ccc(OC(=O)c5ccccc5)cc4CC[C@H]3[C@@H]1CC[C@@H]2O was read as AT treatment 17.8µM*, MLL CXXC-DNA inh 31.1%&13.0%[activator], Chronic BCR inh inconclusive, TCR act -2.2%, Tb PFK inh 1.4%, TSHR antag -11.4, hERG WT inh -2.7, Coupling enz -3.6 and Giardia killer 1.7.
For COc1ccc(C(=O)CCC(=O)O)cc1 the results were AT treatment -13.0%, MLL CXXC-DNA inh 0.0%, Chronic BCR inh -2.4%, TCR act -2.4%, Tb PFK inh 3.5%, TSHR antag 16.6, hERG WT inh -6.9, GALK inhibitor 1.8%, Coupling enz 0.0 and Giardia killer -14.4.
